Assay outcomes from PubChem.
PAFAH1B2 FP inh – PAFAH1B2 enzyme inhibitors, primary screen, biochemical, fluorescence polarization, human | recombinant PAFAH1B2, FP-rhodamine activity probe | inhibition, % at 3.39 µM | 340,000 compounds, 1.2% hits | AID 492953, 2010;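 active = inhibition above the mean of all tested compounds plus 3 SD, cut at about 24% in these data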;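 note: 0% = enzyme with DMSO and 100% = wells lacking PAFAH1B2; many of its hits are not listed in these tables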
pPAFAH inh – pPAFAH enzyme inhibitors, primary screen, biochemical, fluorescence polarization, human; recombinant pPAFAH, FP-rhodamine probe fluorescence polarization; Platelet-activating factor acetylhydrolase (Homo sapiens), Q13093; inhibition, % at 3.39 µM; 330,000 compounds, 1.5% hits;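 active = inhibition above the mean inhibition across the screen plus 3 SD, cut at about 25% in these data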;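 note: inhibitors block binding of the rhodamine activity-based probe so polarization drops; 0% = enzyme with DMSO and 100% = wells lacking pPAFAH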
Target sequence (Q13093 whole entry, looked up): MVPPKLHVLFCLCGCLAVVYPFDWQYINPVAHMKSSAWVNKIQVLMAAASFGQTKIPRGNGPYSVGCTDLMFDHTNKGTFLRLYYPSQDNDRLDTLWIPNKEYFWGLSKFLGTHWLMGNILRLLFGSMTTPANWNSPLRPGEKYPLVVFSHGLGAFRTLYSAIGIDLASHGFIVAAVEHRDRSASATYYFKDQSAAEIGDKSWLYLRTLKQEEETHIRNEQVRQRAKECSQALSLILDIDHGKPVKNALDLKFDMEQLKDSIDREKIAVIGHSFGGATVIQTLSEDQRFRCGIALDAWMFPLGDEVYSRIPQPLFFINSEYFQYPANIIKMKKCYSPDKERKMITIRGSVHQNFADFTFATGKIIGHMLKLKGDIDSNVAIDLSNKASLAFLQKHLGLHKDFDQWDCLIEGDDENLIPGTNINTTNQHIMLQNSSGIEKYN
LYPLA1 inh – LYPLA1 inhibitors, primary screen, counter-screen for PME1 inhibitor project, biochemical, fluorescence polarization, FP-Rh probe ABPP. 320,000 compounds, 0.16% hits. recombinant LYPLA1. Acyl-protein thioesterase 1 (Homo sapiens), O75608. inhibition, % at 5.9 µM;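 active = inhibition above the mean of all tested compounds plus 3 SD, set per campaign, cut at about 14% in these data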;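 note: inhibitors block serine hydrolase probe labeling of LYPLA1 so polarization falls; 0% = enzyme with DMSO and 100% = wells lacking LYPLA1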
PME-1 inh – PME-1 inhibitors via competitive probe labeling, primary screen, biochemical, fluorescence polarization, FP-Rh probe, HTS | Protein phosphatase methylesterase 1 (Homo sapiens), Q9Y570 | 320,000 compounds, 0.53% hits | inhibition, % at 5.9 µM | recombinant PME-1 | AID 2130, 2009;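 active = inhibition above the campaign mean of all compounds plus 3 SD, cut at about 26% in these data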;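 note: competitive labeling of PME-1 active site by serine hydrolase directed probe; 0% = PME-1 with DMSO and 100% = wells lacking PME-1 enzyme; inhibitors block probe labeling so polarization falls and inhibition rises; many of its hits are not listed in these tables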
PAD4 FP inh – human PAD4 inhibitors, primary screen, biochemical, fluorescence polarization, 1536-well format; 330,000 compounds, 0.41% hits; recombinant PAD4, RCA probe fluorescence polarization; inhibition, % at 6.36 µM; AID 485272, 2010; Protein-arginine deiminase type-4 (Homo sapiens), Q9UM07;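 active = percent inhibition above a cutoff equal to the mean of all tested compounds plus 3 SD, cut at about 15% in these data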;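 note: 0% = PAD4 with RCA probe and DMSO and 100% = probe without PAD4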
Fam108B counter – mouse Fam108B serine hydrolase inhibitors, primary screen, counter-screen for RBBP9 inhibitor project, biochemical, fluorescence polarization. recombinant Fam108B, FP-Rh probe fluorescence polarization. inhibition, % at 9.51 µM. 300,000 compounds, 0.33% hits;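 active = inhibition above the screen mean inhibition plus 3 SD, computed separately per campaign, cut at about 18% in these data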;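 note: inhibitors lower polarization as less probe binds the enzyme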
PAFAH1B3 inh – PAFAH1B3 enzyme inhibitors, primary screen, biochemical, fluorescence polarization, human; Platelet-activating factor acetylhydrolase IB subunit alpha1 (Homo sapiens), Q15102; recombinant PAFAH1B3, FP-rhodamine probe; inhibition, % at 3.39 µM; 340,000 compounds, 0.28% hits; AID 492972, 2010;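 active = inhibition above the screen-wide average of all tested compounds plus 3 SD, cut at about 25% in these data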;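 note: 0% = enzyme with DMSO only and 100% = wells lacking PAFAH1B3 protein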
Target sequence (Q15102 whole entry, looked up): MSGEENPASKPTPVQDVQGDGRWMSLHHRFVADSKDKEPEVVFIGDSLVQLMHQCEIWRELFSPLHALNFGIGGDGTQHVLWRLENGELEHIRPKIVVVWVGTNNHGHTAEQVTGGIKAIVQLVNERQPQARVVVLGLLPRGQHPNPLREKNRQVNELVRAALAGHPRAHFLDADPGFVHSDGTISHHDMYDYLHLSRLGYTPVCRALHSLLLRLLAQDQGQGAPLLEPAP
GSTO1 counter – inhibitors of recombinant GSTO1, primary screen, counter-screen for RBBP9 inhibitor project, biochemical, fluorescence polarization | Glutathione S-transferase omega-1 (Homo sapiens), P78417 | activity-based probe fluorescence polarization | inhibition, % at 5.96 µM | 300,000 compounds, 1.1% hits | AID 1974, 2009;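 active = inhibition above the campaign mean inhibition plus 3 SD, cut at about 35% in these data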;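 note: 0% = GSTO1-1 with DMSO and 100% = wells lacking GSTO1-1 enzyme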
Target sequence (P78417 whole entry, looked up): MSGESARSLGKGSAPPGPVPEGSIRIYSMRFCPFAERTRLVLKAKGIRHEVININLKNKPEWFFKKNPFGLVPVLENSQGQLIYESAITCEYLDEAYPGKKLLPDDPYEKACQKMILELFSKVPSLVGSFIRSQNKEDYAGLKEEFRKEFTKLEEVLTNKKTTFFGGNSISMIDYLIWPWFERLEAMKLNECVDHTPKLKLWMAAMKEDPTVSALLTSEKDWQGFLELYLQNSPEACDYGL
PAFAH2 FP inh – PAFAH2 enzyme inhibitors, primary screen, biochemical, fluorescence polarization, human. recombinant PAFAH2, FP-rhodamine activity probe. inhibition, % at 3.39 µM. 340,000 compounds, 0.99% hits. AID 492956, 2010;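 active = inhibition above the mean over all tested compounds plus 3 SD, cut at about 30% in these data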;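 note: inhibitors block probe labeling of enzyme so polarization drops; 0% = enzyme with DMSO and 100% = wells lacking PAFAH2 protein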
An asterisk follows results filed as active; · = no result given. A portion of the library, so the mix of outcomes need not match the whole.

SMILES	PAFAH1B2 FP inh	pPAFAH inh	LYPLA1 inh	PME-1 inh	PAD4 FP inh	Fam108B counter	PAFAH1B3 inh	GSTO1 counter	PAFAH2 FP inh
C=CCn1cnc2scc(-c3ccccc3)c2c1=O	2	0	0	1	3	1	-3	8	-2
COc1ccc(C2C(C(=O)c3ccco3)=C(O)C(=O)N2CCCn2ccnc2)c(OC)c1 (stereo not drawn)	-6	2	0	-5	-4	-2	2	24	-5
CCCCCCC(=O)O	1	1	·	·	-4	·	10	·	-1
CC(C)CNC(=O)C(=O)NCC1CCCN1S(=O)(=O)c1cccs1 (stereo not drawn)	-3	7	3	2	0	-1	1	10	3
Cc1ccc(CN(C)CC(=O)Nc2ccccc2C(=O)NC2CC2)o1	-1	0	-1	-3	-10	·	7	·	-1
N#CC1=C(N)N2C(=C(C#N)C1c1cccc(Br)c1)Nc1ccccc12 (stereo not drawn)	-1	6	2	7	3	3	4	-7	19
Cc1cc(S(=O)(=O)N2CCCCC2CCNC(=O)C(=O)NC2CC2)ccc1F (stereo not drawn)	9	3	1	4	-8	4	1	2	10
O=c1[nH]c2ccccc2s1	4	4	7	-1	-3	2	4	-6	5
CCCCn1c(N)c(N(CC(C)C)C(=O)CC(NC(=O)c2ccccc2)c2ccccc2)c(=O)[nH]c1=O (stereo not drawn)	2	5	-2	-1	-5	1	7	6	8
COC(=O)Cn1c(=NC(=O)c2ccc(Cl)s2)sc2cc(F)ccc21	-3	0	1	0	-1	-1	-15	-4	0
COC(=O)c1cc(C(=O)OC)n(Cc2ccc(F)cc2)c1C	6	6	-3	4	2	-4	8	3	-1
COc1ccccc1Oc1cn[nH]c1-c1ccc(OCC(=O)NN)cc1O	8	-3	-14	-30	2	-5	14	-14	5
CC(=O)Nc1ccc(CN2CCCC(CO)(Cc3cccc(Cl)c3)C2)cc1 (stereo not drawn)	-2	-3	-4	-1	-7	-3	12	6	2
Cc1cc(NC(=O)/C=C/c2ccc(F)cc2)n(-c2nc3ccccc3[nH]2)n1	-1	4	1	-6	2	-7	9	-9	-9
CN=c1scc(-c2ccc([N+](=O)[O-])cc2)n1/N=C/c1ccco1	1	9	1	0	-1	2	5	3	8
CC(C(=O)NCCS(=O)(=O)c1ccc(Cl)cc1)S(=O)(=O)c1ccc(Cl)cc1 (stereo not drawn)	14	0	2	2	-2	8	9	0	5
COc1ccccc1/C=N/NC(=O)CCn1cnc2ccccc21	-3	-1	2	-1	2	-1	-1	6	8
O=C(Nc1ccccc1-c1nc2ccccc2[nH]c1=O)c1cccs1	-1	3	1	0	-3	-1	3	11	1
CCCc1cc(=O)oc2cc(OCC(=O)NCCCN3CCOCC3)c(Cl)cc12	1	2	1	-4	-1	1	12	2	4
CCCCc1ccc(-c2csc(/C(C#N)=C\c3ccco3)n2)cc1	-1	1	-6	-10	3	-8	-13	2	2
CCn1c(/C=C/c2cccc([N+](=O)[O-])c2)nc2ccccc2c1=O	2	2	2	1	-4	3	5	6	-4
COCC1CCCN(C(=O)c2ccc3nc(Cc4cccc(Cl)c4)oc3c2)C1 (stereo not drawn)	-2	6	1	-2	0	-2	5	7	-5
COc1cc2[nH]c(=O)n(CCC(=O)N3CCC(N4CCCCC4)CC3)c(=O)c2cc1OC	7	2	-4	-1	-1	-2	0	5	-4
CC1(C)Cc2c(cnn2-c2ccccc2)C(NC(=O)CCN2CCCC2=O)C1 (stereo not drawn)	7	-2	1	-2	-6	2	4	6	1
O=C(c1cccc2ccccc12)N1CCN(CC2CC=CCC2)CC1 (stereo not drawn)	4	5	-4	-2	-1	-2	-3	-1	3
O=C(COc1ccc(Cl)cc1)NCCNC(=O)c1cnccn1	-6	-1	0	1	-2	1	3	3	-3
CCCOc1ccc(-c2c(C(=O)N/N=C/c3ccc(C)o3)nnn2-c2nonc2N)cc1	1	5	-2	0	-3	-9	-1	-4	-2
COc1ccc(NC(=S)c2ccccc2)cc1	2	1	-2	-3	-1	2	4	3	-1
Cc1cccc(NC(=O)CCC2CCN(C(=O)c3ccc(C)s3)CC2)c1	-2	-5	1	-8	-2	0	1	-1	1
COc1cccc(N(CC(=O)N2CCCC2)S(C)(=O)=O)c1	5	-2	3	-1	2	0	5	7	1
O=C1c2ccccc2CC1Sc1nnc(-c2ccncc2)o1 (stereo not drawn)	-2	-1	-5	2	3	-9	-10	5	6
Cn1c(SCC(=O)NC2CCCC2)nnc1-c1ccc(S(=O)(=O)N2CCOCC2)cc1	0	1	-2	6	-2	1	2	-3	5
Cn1c(N)c(C(=O)COC(=O)c2ccc(-c3ccccc3)cc2)c(=O)n(C)c1=O	-11	-20	·	·	-1	·	-4	·	-21
O=C1CC(c2ccc(Cl)c([N+](=O)[O-])c2)c2ccc3ccccc3c2N1 (stereo not drawn)	-1	-1	-4	9	-2	1	5	22	-3
COc1cccc(N=Nc2c(N)[nH][nH]c2=O)c1	6	-3	-5	1	6	3	12	1	2
COC(=O)c1ccc(N=Cc2c(C(F)(F)F)[nH][nH]c2=O)cc1	0	3	-1	3	-3	-2	6	-1	9
Cn1c(=O)c(C(=O)Nc2ccccc2S(N)(=O)=O)c(O)c2ccccc21	-2	7	-5	-5	11	5	4	2	-9
COC(=O)c1cc(S(=O)(=O)NCCN2CCN(c3ccccc3F)CC2)c[nH]1	3	3	-7	-5	-4	5	11	13	1
CCCCCCn1c(=O)[nH]c2c(c1=O)CCC2	4	7	-1	9	-5	-1	2	-3	-7
O=C(NCc1cccnc1)c1cnc2n(c1=O)CCS2	0	5	4	6	-4	2	-4	-3	4
O=C(CSC1=NS(=O)(=O)c2cc(F)ccc2N1)Nc1ccc(F)cc1	2	0	-2	1	2	0	7	-5	3
CC(=O)c1ccc(NC(=S)NCC(c2ccco2)N2CCCC2)cc1 (stereo not drawn)	8	6	-3	-1	-2	2	7	5	2
Cc1ccc(NC(=O)CCN2C(=O)c3ccccc3C2=O)cc1	-2	6	2	-3	-4	-3	-3	7	-7
CCN(CC(=O)Nc1c(F)cccc1F)C(=O)CNC(=O)COc1ccccc1	5	1	-2	3	9	2	1	3	2
CC(C)n1cnc2c(N(C)c3ccccc3)nc(N(CCN(C)C)Cc3ccccc3)nc21	-2	4	0	-7	3	3	-7	-1	9
CC(C)(C)n1nc2c(c1NC(=O)c1ccc([N+](=O)[O-])cc1)CS(=O)(=O)C2	0	10	-1	-3	6	0	9	-7	2
O=C(O)c1ccccc1-c1ccccc1C(=O)Nc1cccc(-c2nc3ccccc3o2)c1	2	0	-4	-5	-6	-4	9	-20	-7
COCCn1c(SCC(=O)Nc2ccc(F)cc2)nc2c([nH]c3ccccc32)c1=O	0	-1	-6	3	-6	-4	-6	5	-5
CC(/C=N/NC(=O)c1cccs1)=C\c1ccco1	2	14	-4	-3	-3	-4	9	3	5
c1ccc(Oc2cc(-n3cccn3)ncn2)cc1	0	5	1	-6	0	-2	1	9	2
CC(=O)N(C)c1ccc(N=NC2C(=O)N(C(N)=S)N=C2C)cc1 (stereo not drawn)	0	7	-2	-11	6	0	20	10	-10
Cc1ccccc1C(=O)NC(=S)Nc1sc2c(c1C#N)CCC(C)C2 (stereo not drawn)	7	-6	-4	-2	3	-17	3	-3	-6
COc1cccc(-n2cnc3c(sc4nc(N5CCOCC5)c5c(c43)CCCC5)c2=O)c1	1	1	-2	-3	-1	-1	-2	1	-1
CCNC(=S)NNC(=O)c1ccc2ncccc2c1	-3	12	2	10	-2	3	7	8	-2
COc1cc(O)c(C(CC(=O)N2CCCC(C)C2)c2cc(OC)c(OC)c(OC)c2)c(OC)c1 (stereo not drawn)	2	-3	-3	-4	-2	2	12	0	0
COc1ccc(NC(=O)CC2C(=O)N(c3ccc(Cl)cc3)C(=S)N2NC(=O)c2cccc(F)c2)cc1 (stereo not drawn)	-1	-8	-3	-2	2	-2	2	-5	-9
O=C(Nc1ccc(S(=O)(=O)Nc2ccccn2)cc1)c1ccccc1	9	0	3	0	3	1	10	0	-1
CCN(CCNc1ccc(Cl)cc1[N+](=O)[O-])C(=O)c1cc([N+](=O)[O-])c(N(C)C)cc1OC	6	2	-1	7	4	6	0	1	1
CCc1noc(C)c1C(=O)NNC(=O)c1ccc(F)cc1	0	-8	-2	-5	3	-2	-5	6	-1
COc1ccccc1N(CCC#N)C(=O)CSc1ccc2c(c1)OCCO2	6	1	1	2	2	-1	5	4	3

In the list so far, these contain a COOH group:
SMILES	PAFAH1B2 FP inh	pPAFAH inh	LYPLA1 inh	PME-1 inh	PAD4 FP inh	Fam108B counter	PAFAH1B3 inh	GSTO1 counter	PAFAH2 FP inh
CCCCCCC(=O)O	1	1	·	·	-4	·	10	·	-1
O=C(O)c1ccccc1-c1ccccc1C(=O)Nc1cccc(-c2nc3ccccc3o2)c1	2	0	-4	-5	-6	-4	9	-20	-7

(continued)
SMILES	PAFAH1B2 FP inh	pPAFAH inh	LYPLA1 inh	PME-1 inh	PAD4 FP inh	Fam108B counter	PAFAH1B3 inh	GSTO1 counter	PAFAH2 FP inh
CC(=O)Nc1ccc(-n2c(C)c(C(C)=O)c(C(C)=O)c2C)cc1	3	5	0	-1	0	-6	6	-4	0
Cc1ccc(C)c(N(CC(N)=O)S(C)(=O)=O)c1	5	4	2	-3	2	0	-2	-6	-2
O=C(CCCc1ccccc1)NCCS(=O)(=O)N1CCN(c2ccccc2F)CC1	2	5	0	-2	-1	5	10	2	-9
CCOc1cc(NC(=S)NCCCN2CCOCC2)c(OCC)cc1NC(=O)CC(C)C	1	4	2	6	0	0	3	-8	4
CCC(C(=O)Nc1ncc(C)s1)c1ccccc1 (stereo not drawn)	22	0	3	1	-4	-4	-1	2	6
CCCN=CC1=C(O)CC(c2ccccc2)CC1=O (stereo not drawn)	5	9	2	3	0	-3	6	-1	-6
C=CCN(C(=O)CCC(=O)Nc1cc(C)on1)C(C(=O)NC1CCCC1)c1ccc(C)cc1 (stereo not drawn)	7	0	-2	2	0	10	9	8	7
CC1CCCCN1CCCNC(=O)c1nn(C)c2c1CS(=O)(=O)c1ccccc1-2 (stereo not drawn)	8	1	-2	-8	-3	-6	4	-2	4
COC(=O)c1ccccc1-n1c(CCC(=O)O)ccc1-c1ccc(F)cc1	-2	5	-4	1	1	2	-1	7	1
O=C(Nc1ccccc1C(=O)Nc1ccccn1)c1ccc([N+](=O)[O-])cc1	-2	6	0	5	-10	-8	2	-9	10
COCCn1c(SCc2ccc(OC)c(F)c2)nc2ccccc2c1=O	-4	-1	4	-5	-3	-5	-4	-3	-5
c1ccc(-c2cn3nc(-c4ccccc4)c(-c4ccccc4)nc3n2)cc1	5	1	1	4	8	1	1	0	18
